High-throughput results: PubChem, National Center for Advancing Translational Sciences (NCATS)
TDP1 cell CPT: qHTS for Inhibitors of human tyrosyl-DNA phosphodiesterase 1 (TDP1): qHTS in cells in presence of CPT; chicken DT40 Tdp1-/-;hTDP1 cells + 20 nM CPT, ATP luminescence, 48 h; hit rate 12% among 420,000; Potency, µM (series often up to 46.2 µM), without a hit: at the highest dose activity change, negative = growth inhibition, most hits filed as inhibitors; note: nearly all actives have a fitted effect of over 55% in size
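Cell growth measured by CellTiter-Glo luminescence after a minimum 48 h, 37 C compound exposure with 20 nM CPT in Tdp1-knockout DT40 cells stably expressing hTDP1, seeded 400/well; qHTS titration format.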
TDP1 inh: qHTS Assay for Inhibitors of Tyrosyl-DNA Phosphodiesterase (TDP1); Potency, µM (doses to about 130 µM), inactives show at the top dose activity change, negative = inhibition, hits mostly inhibitors; Tyrosyl-DNA phosphodiesterase 1 (Homo sapiens), Q9NUW8; AID 485290, 2010; hit rate 0.28% among 350,000; recombinant TDP1, AlphaScreen DNA substrate cleavage; note: nearly all actives have a fitted effect of over 40% in size
Target sequence (Q9NUW8 whole entry, looked up): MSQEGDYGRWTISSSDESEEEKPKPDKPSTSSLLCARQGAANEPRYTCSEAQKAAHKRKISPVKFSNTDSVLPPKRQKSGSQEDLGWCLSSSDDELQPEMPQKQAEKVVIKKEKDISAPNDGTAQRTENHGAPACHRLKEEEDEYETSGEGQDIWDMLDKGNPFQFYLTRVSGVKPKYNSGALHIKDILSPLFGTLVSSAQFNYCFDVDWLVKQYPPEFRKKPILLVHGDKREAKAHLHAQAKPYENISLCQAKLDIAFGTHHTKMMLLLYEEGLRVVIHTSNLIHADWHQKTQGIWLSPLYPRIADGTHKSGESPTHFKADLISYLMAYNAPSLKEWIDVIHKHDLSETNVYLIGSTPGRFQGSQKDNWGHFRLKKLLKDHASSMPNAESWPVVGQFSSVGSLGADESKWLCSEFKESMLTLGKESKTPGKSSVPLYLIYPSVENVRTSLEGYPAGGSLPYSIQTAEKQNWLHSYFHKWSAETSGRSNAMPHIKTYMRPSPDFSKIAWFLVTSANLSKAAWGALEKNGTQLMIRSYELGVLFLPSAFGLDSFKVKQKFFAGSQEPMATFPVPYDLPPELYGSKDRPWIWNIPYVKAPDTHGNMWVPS
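Signal: AlphaScreen proximity between streptavidin donor and anti-FITC acceptor beads on intact substrate. Reaction: Tdp1 1 nM, substrate 15 nM final, 5 min RT after 15 min compound preincubation.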
TDP1 cell noCPT: qHTS for Inhibitors of human tyrosyl-DNA phosphodiesterase 1 (TDP1): qHTS in cells in absence of CPT | DT40 Tdp1-/- hTDP1 cells, no CPT, ATP luminescence, 48 h | hit rate 15% among 420,000 | Potency, µM (titrated, usually from 46.2 µM), inactives show top-dose activity change, negative = growth inhibition, actives largely listed as inhibitors; note: nearly all actives have a fitted effect of over 55% in size
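Seeded 400 DT40-hTDP1 cells/well (vehicle DMSO, no 20 nM CPT); pinned compounds; ≥48 hr at 37 °C; CellTiter-Glo luminescence as viability measure.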
An asterisk follows results filed as active; u = inconclusive; x = not tested or not shown; [ ] = remark or other dose. Calls come from the whole dose curve; as a rule, active = well fitted curve in the direction sought with a large enough effect; inconclusive = small, poorly fitted or top-dose-only effect, or another doubt; inactive = no such curve, though single readings can be large; an effect the other way counts as inactive or inconclusive. % is set by controls: 0 for no effect and ±100 for the full control effect; potency is the fitted concentration of half-maximal effect.

SMILES	TDP1 cell CPT	TDP1 inh	TDP1 cell noCPT
O=C(c1ccc2c(c1)N(Cc1ccc(F)cc1)CCS2)N1CCN(c2ccccc2)CC1	20.6µM*	3.8%	23.1µM*
CCOC(=O)C1=CN(CC)S(=O)(=O)NC1c1cccc(OC)c1 (stereo not drawn)	9.2%	0.0%[56.1 µM]	-2.5%
CCCC(=O)Nc1ccc(C(=O)NCc2ccccn2)cc1	4.2%	-2.7%	2.3%
COc1cc(/C=N/N(C)C)ccc1OC(=O)c1cccs1	2.7%	12.8%	-0.1%
Cc1nc(N/N=C/c2ccc(Br)cc2)cc(N2CCOCC2)n1	7.31µM*	x	u
Fc1ccc(-c2noc(C3CCN(Cc4cccnc4)CC3)n2)cc1	u	2.3%	u
O=C(CS(=O)c1cccc(C(F)(F)F)c1)Nc1ccccc1Cl (stereo not drawn)	1.5%	0.0%	-20.8%
CC(C(=O)Nc1ccc(F)cc1Cl)N1CCN(S(=O)(=O)c2cccs2)CC1 (stereo not drawn)	u	0.5%	u
COc1ccc2[nH]c(C)c(CCNC(=S)Nc3ccc(F)cc3)c2c1	16.4µM*	8.1%	23.1µM*
Cc1ccc(-n2c(SCC(=O)Nc3ccc(Cl)cc3)nc(O)cc2=O)cc1	10.7%	3.3%	20.5%
O=c1c2ccccc2nc2c3ccccc3c(NCc3cccnc3)nn12	6.1%	6.3%	6.0%
Cc1nc2ccccc2cc1C(=O)N/N=C/c1ccco1	-20.1%	0.0%	-0.4%
COc1ccc(CN(Cc2ccccc2)C(=O)COC(C)=O)cc1COc1ccc(NC(C)=O)cc1	u	3.0%	u
O=C(Nc1ccc(Cl)cc1)c1ccc(-n2cncn2)c([N+](=O)[O-])c1	u	4.2%	16.4µM*
O=C1C[C@@H]2CCN3C(=O)CCC[C@@H]([C@H]23)[C@H]1Cc1ccccc1	8.1%	0.2%[56.1 µM]	0.6%
CC(=O)O/N=C/c1c(NCc2ccccc2)nc2c(C)cccn2c1=O	0.2%	x	u
COC(=O)c1ccc2c(c1C(=O)OC)CN(S(=O)(=O)C(C)(C)C)[C@@H]2CCO	18.4%	x	2.2%
Cc1nc(SCCC(=O)O)c2cc(-c3ccccc3)sc2n1	-17.6%	x	u
O=C(NCc1cccc(F)c1)C1CCC(=O)N(CCCN2CCOCC2)C1 (stereo not drawn)	4.3%	2.2%	-1.9%
CN1CCN(CCOCCOc2ccc(Br)cc2Cl)CC1	u	x	u
O=C(N/N=C\c1cccc(Cl)c1)c1ccc(Cn2cccn2)o1	-16.1%	5.1%	-10.1%
O=C1CN2C(=N1)N(Cc1ccccc1)c1ccccc12	2.2%	5.5%	-19.0%
CC(=O)OCC(=O)C1(O)CCC2C3CCC4=CC(=O)C=CC4(C)C3C(=O)CC21C (stereo not drawn)	15.2%	x	7.8%
Cc1cc(C(=O)Nc2nc(-c3ccccn3)cs2)ccc1[N+](=O)[O-]	2.31µM*	9.2%	2.91µM*
O=C(C[n+]1cnn(CC(=O)c2ccc(Cl)cc2Cl)c1)c1ccc([N+](=O)[O-])cc1	u	5.4%	u
(further entries)
SMILES	TDP1 cell CPT	TDP1 inh	TDP1 cell noCPT
Cc1ccc(C(=O)N/C(=C\c2ccco2)C(=O)NCCN2CCOCC2)cc1	18.6%	x	-0.7%
O=C(Nc1cccc(S(=O)(=O)N2CCOCC2)c1)C(c1ccccc1)N1CCCCC1 (stereo not drawn)	u	4.2%	u
Cc1cccc2sc(=S)[nH]c12	u	x	u
COCCN=C1NN=C(c2cc(C)n(CC3CCCO3)c2C)CS1 (stereo not drawn)	u	0.0%	u
S=C(NCc1ccc(Cl)cc1)NN1CCOCC1	4.8%	0.0%	-18.5%
COc1ccc(CC(=O)NNC(=O)COc2ccc(Cl)cc2C)cc1S(=O)(=O)N1CCOCC1	u	-0.1%	u
CCOC(=O)c1sc(NC(=S)NC(=O)c2cccc(Cl)c2)c(C(=O)OCC)c1C	-23.7%	0.0%	-20.2%
Cc1c(C2Nc3ccccc3NC3=C2C(=O)CC(C)(C)C3)cnn1C (stereo not drawn)	-6.0%	5.2%	-12.6%
O=c1[nH]c(=O)n(CCc2ccc(F)cc2)c(O)c1C=NCc1ccc2c(c1)OCO2	-23.1%	-2.6%	-3.0%
O=C(N/N=C/C1CC=CCC1)c1ccc(O)cc1O (stereo not drawn)	10.8%	0.0%	10.4%
O=C1N(c2ccccc2C(F)(F)F)O[C@@]1(c1ccccc1)C1CCCCC1	13µM*	-14.7%	u
Cc1c(C=O)c(=O)n(-c2ccccc2)n1C	1.8%	6.1%	15.8%
Cc1ccc2[nH]c3c(NCCCN4CCCC4=O)ncnc3c2c1	u	0.0%	u
COc1ccc(CCNC(=O)CNC(=O)c2ccco2)cc1	-5.0%	-0.3%	-0.4%
COc1ccccc1NC(=O)CCCN1C(=O)C2CC=CCC2C1=O (stereo not drawn)	10.9%	3.4%	0.2%
CCN1C(=O)C(CC(=O)NCCc2ccccc2)N(NC(=O)c2ccc(Br)cc2)C1=S (stereo not drawn)	u	x	20.6µM*
Cc1cc(NC(=O)CSc2nc(-c3ccco3)cc(C(F)(F)F)n2)n(-c2ccccc2)n1	4.11µM*	-6.6%	4.11µM*
COCOCCn1cc(CN2CCS(=O)(=O)N(Cc3ccc(-c4ccc(F)nc4)cc3)C(CC(C)C)C2=O)nn1 (stereo not drawn)	u	x	u
O=C(c1ccco1)N1CCN(c2c([N+](=O)[O-])nn(-c3ccc(Cl)cc3)[n+]2[O-])CC1	7.6%	2.6%	-14.4%
CCOC(=O)/C=C1\Nc2ccccc2SC1=O	-9.1%	9.3%	-20.7%
COc1cc(CCCN[C@H](CN)Cc2ccccc2)cc(OC)c1OC	u	0.0%	-5.6%
CC1CN(c2ccc([N+](=O)[O-])cc2F)CCN1C(=O)c1ccco1 (stereo not drawn)	u	0.5%	u
CC1(C)OC(=O)C(=CNc2ncccn2)C(=O)O1	-15.7%	5.9%	-12.3%
COn1c(SCc2ccccc2)nc2ccccc2c1=O	u	-0.5%	u
Cc1cc(NC(=O)CSc2nc(C(C)(C)C)nc3ccccc23)no1	u	3.0%	u

Among those listed so far, 5 have an aryl thioether with sulfur outside any ring:
SMILES	TDP1 cell CPT	TDP1 inh	TDP1 cell noCPT
Cc1ccc(-n2c(SCC(=O)Nc3ccc(Cl)cc3)nc(O)cc2=O)cc1	10.7%	3.3%	20.5%
Cc1nc(SCCC(=O)O)c2cc(-c3ccccc3)sc2n1	-17.6%	x	u
Cc1cc(NC(=O)CSc2nc(-c3ccco3)cc(C(F)(F)F)n2)n(-c2ccccc2)n1	4.11µM*	-6.6%	4.11µM*
COn1c(SCc2ccccc2)nc2ccccc2c1=O	u	-0.5%	u
Cc1cc(NC(=O)CSc2nc(C(C)(C)C)nc3ccccc23)no1	u	3.0%	u

(more compounds)
SMILES	TDP1 cell CPT	TDP1 inh	TDP1 cell noCPT
Cc1ccc(NC(=O)Cn2c(=O)ccc3cc(S(=O)(=O)N4CCC(C)CC4)ccc32)c(C)c1	u	5.5%	23.1µM*
Cc1cccc(N2C(=O)CC(n3ccnc3)C2=O)c1C (stereo not drawn)	-5.3%	-4.6%	7.0%
CC(=O)N1CCc2cc(C(=O)CN3CCN(c4ccccc4F)CC3)ccc21	u	3.9%	-26.6%
COc1cc(NC(=S)N2CCN(S(C)(=O)=O)CC2)cc(OC)c1	-7.5%	2.0%	28.8%
COc1cc(/C=N\NC(=O)c2ccc(C)nc2)ccc1OC(=O)c1ccco1	13.2%	5.7%	0.9%
COc1ccc(Cl)cc1NC(=O)c1cn(C2CCCCC2)c(=O)c2c1c1ccccc1n2C	u	-5.0%	u
COc1c2c(cc3c1C(CC(=O)c1c(O)c(OC)c4occc4c1OC)[N+](C)(C)CC3)OCO2 (stereo not drawn)	1.6%[9.04 µM]	7.5%	-21.3%[9.04 µM]
Cc1ccc(NC(=O)C2CCN(S(=O)(=O)c3ccccc3)CC2)cc1	-14.4%	4.8%	-29.5%
CCOc1cc(C2NC(=O)NC(C)=C2C(=O)OC(C)CC)cc(Br)c1O (stereo not drawn)	u	8.0%	u
COc1ccc(C(=O)Nc2nnc(C)s2)cc1	6.5%	-1.3%[12.3 µM]	-10.2%
CCc1ccc2c(c1)NC(c1cccs1)=NC(c1ccc(F)cc1)=N2	23.1µM*	4.7%	23.1µM*
CC(=O)Nc1cc(-c2ccc(N3CCN(C)CC3)cc2)cn2c(-c3cccc(C(=O)N(C)C)c3)cnc12	u	x	u
O=C(OCc1ccc(Cl)cc1)c1cccnc1Cl	7.9%	-11.0%	-8.8%
NC(=O)COC(=O)CSc1cccc2cccc(Cl)c12	-8.2%	-1.6%	u
Cc1ccc(S(=O)(=O)CCC(=O)Nc2ccc3c(c2)OCO3)cc1	-15.1%	8.0%	-30.0%
CCCCC(=O)Nc1ccc(S(=O)(=O)N2CCCCC2c2cccnc2)cc1 (stereo not drawn)	18.4µM*	4.2%	13µM*
CC(C)N(Cc1ccccc1)C(=O)CC(=O)N(Cc1ccccc1)C(C)C	9.9%	0.0%	-28.6%
CCc1ccc(CNC(=O)CCS(=O)(=O)Cc2ccc(C)cc2)cc1	-17.5%	-1.0%	22.1%
Cc1c(/C(O)=C2/C(=O)C(=O)N(Cc3cccnc3)C2c2cccs2)cnn1-c1ccccc1 (stereo not drawn)	6.8%	0.0%	-6.1%
COc1cccc(-n2ccnc2SCC(=O)Nc2cccc(C)c2C)c1	20.6µM*	8.8%	16.4µM*
O=C(CN1C(=O)C2CC=CCC2C1=O)Nc1ccc(OC(F)(F)F)cc1 (stereo not drawn)	u	0.7%	0.8%
O=C(O)CCNc1cc2ccccc2cc1C(=O)O	-2.7%	-6.2%	8.7%
CC(=O)c1ccc(NC(=O)Cn2cnc(S(=O)(=O)N3CCc4ccccc43)c2)cc1	16.7%	0.1%	-7.4%
Cc1ccc(NS(=O)(=O)c2c(C)nc3sc(C)c(C)n3c2=O)cc1F	11.6µM*	u	14.6µM*
C/C=C/c1ccc(OCC(=O)Nc2cc(C(F)(F)F)ccc2N2CCOCC2)c(OC)c1	u	0.0%	u
Next part:
SMILES	TDP1 cell CPT	TDP1 inh	TDP1 cell noCPT
Cc1onc(-c2ccccc2Cl)c1C(=O)Oc1cccc2cccnc12	4.11µM*	1.2%	2.91µM*
O=C(CN(C(=O)CNC(=O)c1ccco1)c1ccc(F)c(Cl)c1)NC1CCCCC1	-17.3%	x	-3.8%
O=C(Nc1cc(C(F)(F)F)ccc1N1CCOCC1)c1cncc(Br)c1	-22.4%	4.2%	-7.2%
Cc1ccc(C)c(N2CCN(C(=O)c3csc(C)c3C)CC2)c1	u	3.5%	u
O=C(CSc1n[nH]c(-c2ccc(F)cc2)n1)N1CCN(c2ccc(F)cc2)CC1	16.4µM*	8.1%	23.1µM*
C=CS(=O)(=O)N(Cc1ccccc1Br)[C@H](CO)CC(C)C	23.1µM*	x	10µM*
COC(=O)c1ccccc1NC(=O)CSc1nnc(COc2cccc(OC)c2)n1C	-24.3%	2.1%	u
O=C(NNc1nc(N2CCOCC2)nc(N2CCOCC2)n1)c1ccccc1	u	x	u
COc1cc2ccccc2c2c1CCCC2=O	-10.3%	7.9%	-24.1%
COc1cc(C(=O)N/N=C/c2ccsc2C)cc(OC)c1OC	1.16µM*	3.9%	0.651µM*
Cc1cc(C)c(S(=O)(=O)N2CCN(C(=O)C(C)Cn3cncn3)CC2)c(C)c1 (stereo not drawn)	6.1%	8.1%	-3.8%
COc1ccc(C(CC(=O)O)N2C(=O)CCC2=O)cc1 (stereo not drawn)	-0.1%	x	-2.6%
Cc1ccc(-c2noc(CNC(=O)COc3cc(C)c(Br)c(C)c3)n2)cc1	-1.9%	-1.2%	-6.6%
CCc1ccc(C2CC(=O)c3c([nH]c(C(=O)OCC4CCCCC4)c3C)C2)cc1 (stereo not drawn)	-24.7%	0.0%	u
O=C1COc2ccccc2C(c2nc3ccccc3[nH]2)N1C1CC1 (stereo not drawn)	-1.6%	x	-0.5%
O=C(NN1CCCCC1)c1cccc(COc2ccc(Cl)cc2)c1	u	3.4%	u
COc1cccc(CNc2ncc(-c3ccccc3)n2C)c1	u	x	u
CC(C)(C)S(=O)(=O)N1Cc2cc(=O)n(Cc3ccccc3)c(CCO)c2[C@@H]1CCO	5.2%	x	-2.8%
NC(=S)NN=C(c1ccc(F)cc1)C1CC1	20.6µM*	x	u
Nc1nc(Nc2ccccc2)nc(NCc2ccco2)c1[N+](=O)[O-]	u	10.6%	u
CCCCNC(=O)Cn1cnc2c(cnn2-c2ccc(C)c(C)c2)c1=O	-4.7%	-1.0%	-11.1%

An excerpt from above, limited to TDP1 cell noCPT.
structure,TDP1 cell noCPT
NC(=S)NN=C(c1ccc(F)cc1)C1CC1,u
Nc1nc(Nc2ccccc2)nc(NCc2ccco2)c1[N+](=O)[O-],u
